# High-throughput results: PubChem BioAssay, several laboratories
# MrgX1 PAM – positive allosteric modulators of MrgX1, primary screen, HEK293 cells, Fluo-4 calcium flux; B-score at 10 µM; 310,000 compounds, 0.63% hits; Mas-related G-protein coupled receptor member X1 (Homo sapiens), Q96LB2; FDSS; hits give high values;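 active = plate-corrected calcium response at least 3 library SD above typical, normal starting fluorescence, not activating the receptor alone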;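 note: compound read alongside a low EC10 to EC30 dose of BAM8-22 agonist; peak minus trough fluorescence over baseline measured at the second addition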
# TRPC6 inh – mouse TRPC6 channel inhibitors, primary screen, cell-based, HEK293, membrane potential dye; Short transient receptor potential channel 6 (Mus musculus), Q61143; ACh-evoked depolarization; hits give low values; B-score at 10 µM; 310,000 compounds, 1.1% hits;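 active = B-score under library mean minus 3 SD, initial fluorescence not abnormally high, positive integrated signal ratio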;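 note: B-score derived from integrated fluorescence ratio over the kinetic read; more negative B-score means stronger inhibition of depolarization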
# Target sequence (Q61143 whole entry, looked up): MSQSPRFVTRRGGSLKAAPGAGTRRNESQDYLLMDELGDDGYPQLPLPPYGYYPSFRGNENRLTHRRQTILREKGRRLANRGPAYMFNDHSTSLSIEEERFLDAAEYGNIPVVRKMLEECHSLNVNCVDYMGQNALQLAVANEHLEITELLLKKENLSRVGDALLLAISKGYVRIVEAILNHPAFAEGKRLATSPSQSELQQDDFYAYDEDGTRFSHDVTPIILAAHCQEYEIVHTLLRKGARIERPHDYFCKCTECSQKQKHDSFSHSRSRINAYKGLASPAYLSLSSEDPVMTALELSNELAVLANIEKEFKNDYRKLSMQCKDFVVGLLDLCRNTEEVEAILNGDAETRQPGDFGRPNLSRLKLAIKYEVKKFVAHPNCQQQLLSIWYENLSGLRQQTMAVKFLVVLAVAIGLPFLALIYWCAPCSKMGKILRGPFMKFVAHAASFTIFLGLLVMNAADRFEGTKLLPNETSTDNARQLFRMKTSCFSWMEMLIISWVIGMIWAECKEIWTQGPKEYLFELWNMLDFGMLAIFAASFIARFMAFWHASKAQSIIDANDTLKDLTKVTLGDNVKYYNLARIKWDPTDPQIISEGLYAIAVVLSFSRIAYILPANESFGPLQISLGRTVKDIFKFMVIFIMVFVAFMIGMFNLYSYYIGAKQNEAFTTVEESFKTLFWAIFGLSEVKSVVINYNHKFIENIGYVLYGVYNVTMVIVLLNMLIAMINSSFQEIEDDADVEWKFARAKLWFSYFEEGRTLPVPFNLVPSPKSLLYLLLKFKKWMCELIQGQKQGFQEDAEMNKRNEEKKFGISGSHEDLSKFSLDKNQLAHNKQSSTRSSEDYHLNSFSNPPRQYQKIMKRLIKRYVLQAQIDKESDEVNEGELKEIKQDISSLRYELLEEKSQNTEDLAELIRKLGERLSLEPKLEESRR
# TMEM16A act – TMEM16A chloride channel activators or potentiators, primary screen, cell-based, HTS; 340,000 compounds, 0.3% hits; HEK293 TMEM16A/YFP-H148Q/I152L, iodide quench fluorescence; hits give low values; B-score at 10 µM; Anoctamin-1 (Mus musculus), Q8BHY3; AID 623877, 2012;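 active = fluorescence-ratio B-score plate-corrected deviation score at least 3 library SD below zero, with starting fluorescence score within 5 deviations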;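 note: channel opened by trigger with iodide after compound preincubation; score built on the fluorescence ratio of max minus min over baseline; more negative score means more quench and so TMEM16A activation or potentiation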
# SKKanGAS inh – S. pyogenes SKKanGAS growth inhibitors in kanamycin, primary screen, streptokinase expression inhibitor project, SKKanGAS strain, BacTiter-Glo luminescence | 6 h | inhibition, % at 7.5 µM | 300,000 compounds, 1.3% hits;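 active = mean replicate score, as percent of positive control median, at least 50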;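 note: strain carries kanamycin resistance gene driven by streptokinase promoter and grows in 40 µg/ml kanamycin; loss of luminescence reflects streptokinase promoter inhibition or plain growth inhibition; 0% = median of DMSO wells and 100% = positive control at its reference dose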
# RGS4 act – RGS4 potentiators or activators, primary screen, cell-based, HEK293 M3R inducible RGS4, calcium flux; B-score at 10 µM; 310,000 compounds, 0.92% hits; carbachol calcium flux Fluo4; hits give low values;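 active = B-score of the integrated calcium signal more than 4 SD below the library mean, with starting fluorescence not abnormally high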;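 note: negative B-score means reduced calcium response which marks RGS4 activation or potentiation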
#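 Material: M3R-expressing HEK293 line, RGS4 induced by doxycycline | Schedule: Overnight RGS4 induction, 30 min dye load 37 °C, 20 min compound RT | Measured by: Fluo4 fluorescence kinetic imaging of calcium | Read-out: Integrated calcium ratio converted to B score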
# RGS4 inh – RGS4 inhibitors, primary screen, cell-based, HEK293 M3R inducible RGS4, calcium flux | AID 463165, 2010 | Fluo-4 calcium flux; hits give high values; triggered by carbachol at its EC20 | 310,000 compounds, 0.45% hits | B-score at 10 µM;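 active = B-score, a plate-corrected calcium signal, over three deviations above library mean, with baseline fluorescence within five deviations of library mean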;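 note: RGS4 expression induced by doxycycline in cells with stable M3 receptor; B-score is computed from the integrated fluorescence ratio over baseline after carbachol; higher B-score means a larger calcium signal and so more RGS4 inhibition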
# HDAC3 inh – HDAC3 deacetylase inhibitors, primary screen, biochemical, fluorescence, cell-free homogeneous; recombinant HDAC3, fluorogenic peptide/trypsin coupled; inhibition, % at 8.3 µM; Histone deacetylase 3 (Homo sapiens), O15379; 320,000 compounds, 0.15% hits; in the data active = inhibition above about 26%, passing the limit was not always enough
# ANO1 block – TMEM16A chloride channel inhibitors, primary screen, cell-based, HTS; HEK293 TMEM16A/YFP iodide influx fluorescence, ionomycin; Anoctamin-1 (Mus musculus), Q8BHY3; normalized B-score (activity score, 25-100; higher = stronger inhibition) at 10 µM; 310,000 compounds, 1.2% hits;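 active = ratio plate-corrected score three or more library SD toward inhibition, starting fluorescence score within five deviations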;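 note: score derived from kinetic fluorescence span divided by baseline fluorescence per well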
# MrgX1 antagonist – antagonists of human MrgX1 receptor, primary screen, HEK293 cells, Fluo-4 calcium flux; Mas-related G-protein coupled receptor member X1 (Homo sapiens), Q96LB2; BAM8-22 antagonism; hits give low values; B-score at 10 µM; 310,000 compounds, 1.3% hits; AID 588676, 2011;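 active = calcium-response B-score plate-corrected more than 3 library SD below zero, starting fluorescence within 5 deviations, no agonist response on first addition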;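 note: peak minus trough fluorescence over baseline after final BAM8-22 challenge near maximal dose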
# TRPC6 activator – mouse TRPC6 channel activators, primary screen, cell-based, HEK293, membrane potential dye; Short transient receptor potential channel 6 (Mus musculus), Q61143; HEK293-TRPC6 membrane potential dye fluorescence; hits give high values; B-score at 10 µM; 310,000 compounds, 0.13% hits;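 active = B-score of the integrated fluorescence ratio above library mean plus 3 SD, and starting fluorescence ratio within library mean plus 5 SD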;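 note: higher score means more depolarization so channel activation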
# MrgX1 ag – agonists of human MrgX1 receptor, primary screen, HEK293 cells, Fluo-4 calcium flux; Fluo-4 calcium fluorescence, agonist mode; hits give high values; Mas-related G-protein coupled receptor member X1 (Homo sapiens), Q96LB2; B-score at 10 µM; 310,000 compounds, 0.44% hits;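 active = calcium response B-score plate-corrected fluorescence ratio at least 3 library SD, with starting fluorescence B-score inside 5 SD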
#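 times = overnight plating, then 30 min 37 °C plus 30 min room-temperature dye loading | assay system = stable human MrgX1 HEK293 cell line | input = fifteen thousand cells per well | signal = kinetic calcium dye fluorescence, Fluo-4 NW | dosing = compound delivered in addition one of three | read-out = B-scored fluorescence response ratio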
# * hit, by the source's call; i = inactive; / = not tested or not shown.
# Sample of the layout, three compounds:
No.	smiles	MrgX1 PAM	TRPC6 inh	TMEM16A act	SKKanGAS inh	RGS4 act	RGS4 inh	HDAC3 inh	ANO1 block	MrgX1 antagonist	TRPC6 activator	MrgX1 ag
1	CCOC(=O)c1ccccc1NC(=O)COC(=O)C1CC(=O)N(CCc2ccccc2)C1 (stereo not drawn)	i	i	i	-4.7	i	i	-0.1	i	i	i	i
2	C[C@@H](Nc1nc(-c2ccccc2)nc2c1oc1ccccc12)C(=O)O	i	i	i	-0.5	i	i	5.3	i	i	i	i
3	Cc1ccc(O)c(-c2cc3ccccc3[nH]2)c1	i	i	i	7.3	i	i	-30.3	i	i	i	i

# The whole of this part (from the top)
No.	smiles	MrgX1 PAM	TRPC6 inh	TMEM16A act	SKKanGAS inh	RGS4 act	RGS4 inh	HDAC3 inh	ANO1 block	MrgX1 antagonist	TRPC6 activator	MrgX1 ag
1	CCOC(=O)c1ccccc1NC(=O)COC(=O)C1CC(=O)N(CCc2ccccc2)C1 (stereo not drawn)	i	i	i	-4.7	i	i	-0.1	i	i	i	i
2	C[C@@H](Nc1nc(-c2ccccc2)nc2c1oc1ccccc12)C(=O)O	i	i	i	-0.5	i	i	5.3	i	i	i	i
3	Cc1ccc(O)c(-c2cc3ccccc3[nH]2)c1	i	i	i	7.3	i	i	-30.3	i	i	i	i
4	COc1ccc(C=O)cc1CN1CCCN(Cc2ccc(Cl)cc2)S1(=O)=O	i	i	i	6.2	i	i	-8.8	i	i	i	i
5	Cc1cccc(S(=O)(=O)Nc2ccc(-c3nc4ccc(C)cc4s3)cc2)c1	i	i	i	17.1	i	i	-1.0	i	i	i	i
6	CCCCC[n+]1ccn(C2=C([O-])c3ccccc3C(=O)/C2=N\S(=O)(=O)c2ccc(Br)cc2)c1	i	i	i	97.1*	i	i	-4.1	i	i	i	i
7	COC(=O)c1ccc(N2NC(=O)/C(=C/c3ccc(-c4ccc(Cl)c(C(=O)O)c4)o3)C2=O)cc1	/	i	i	-8.4	i	i	/	/	/	i	/
8	COc1ccc(/C=N/N2CCOCC2)cc1COc1ccc(F)cc1	i	i	i	2.0	i	i	17.0	i	i	i	i
9	CC1CCN(c2ccc3nnc(CCC(=O)NCc4ccco4)n3n2)CC1	i	i	i	2.6	i	i	-5.6	i	i	i	i
10	CCOC(=O)c1cc(OC(=O)c2cccc([N+](=O)[O-])c2)n(-c2ccccc2)n1	i	i	i	-8.2	i	i	2.5	i	i	i	i
11	Cc1ccccc1NC(=S)N(CCc1c(C)[nH]c2ccc(F)cc12)Cc1ccncc1	i	i	i	8.2	i	i	4.3	i	i	i	i
12	Cc1ccc(N(C(C)C(=O)Nc2ccccc2C(=O)N2CCOCC2)S(C)(=O)=O)cc1C (stereo not drawn)	i	i	i	-1.2	i	i	2.1	i	i	i	i
13	CC1CCCC(C)N1S(=O)(=O)c1ccc(S(=O)(=O)NCCc2ccncc2)cc1 (stereo not drawn)	i	i	i	-1.8	i	i	0.6	i	i	i	i
14	COc1ccc(C(=O)NCC(c2ccc3c(c2)OCO3)N2CCN(c3ccc(OC)cc3)CC2)cc1 (stereo not drawn)	i	i	i	-6.9	i	i	-12.3	i	i	i	i
15	CC[C@H](C)[C@H](NC(N)=O)C(=O)NCCc1ccc(Cl)cc1	i	i	i	1.5	i	i	0.5	i	i	i	i
16	Cc1ccc(C)c(NC(=O)CN(C)C(=O)c2cccc(S(=O)(=O)N3CCN(Cc4ccccc4)CC3)c2)c1	i	i	i	2.8	i	i	3.3	i	i	i	i
17	Nc1nc(Sc2ccc(C(F)(F)F)cc2[N+](=O)[O-])n[nH]1	i	i	i	4.7	i	i	-4.7	i	i	i	i
18	Nn1c(SCC(=O)NC(=O)Nc2ccc3c(c2)OCCO3)nnc1C1CC1	i	i	i	-16.3	i	i	1.6	i	i	i	i
19	Cc1cc(OCCCN2CCN(Cc3ccccc3)CC2)ccc1[N+](=O)[O-]	i	i	i	-1.5	i	i	-0.5	i	i	i	i
20	O=C(c1cccc(Cl)c1)N1CCCC(c2ccc(Cl)cc2)=N1	i	i	i	3.8	i	i	/	i	i	i	i
21	O=C(CCCc1ccccc1)N1CCN(c2ccc([N+](=O)[O-])cc2)CC1	i	i	i	-2.8	i	i	5.9	i	i	i	i
22	CC(=O)OCC(=O)NCC(=O)c1c[nH]c2ccccc12	i	i	i	-1.2	i	i	-0.5	i	i	i	i

# Single values from the entries so far:
# COc1ccc(C(=O)NCC(c2ccc3c(c2)OCO3)N2CCN(c3ccc(OC)cc3)CC2)cc1 (stereo not drawn) | HDAC3 inh: -12.3
# CC1CCN(c2ccc3nnc(CCC(=O)NCc4ccco4)n3n2)CC1 | HDAC3 inh: -5.6

# Along the list, quoted from above.
# RGS4 act for nos. 1–10, in order: i, i, i, i, i, i, i, i, i, i
# MrgX1 ag for nos. 1–10, in order: i, i, i, i, i, i, /, i, i, i

# Single records, as listed above. Screens in order: MrgX1 PAM	TRPC6 inh	TMEM16A act	SKKanGAS inh	RGS4 act	RGS4 inh	HDAC3 inh	ANO1 block	MrgX1 antagonist	TRPC6 activator	MrgX1 ag
# `COc1ccc(C(=O)NCC(c2ccc3c(c2)OCO3)N2CCN(c3ccc(OC)cc3)CC2)cc1` (stereo not drawn) is listed as i	i	i	-6.9	i	i	-12.3	i	i	i	i
# `CCOC(=O)c1cc(OC(=O)c2cccc([N+](=O)[O-])c2)n(-c2ccccc2)n1` is listed as i	i	i	-8.2	i	i	2.5	i	i	i	i
# `Cc1ccccc1NC(=S)N(CCc1c(C)[nH]c2ccc(F)cc12)Cc1ccncc1` is listed as i	i	i	8.2	i	i	4.3	i	i	i	i
